PAFAH1B3 inh: PAFAH1B3 enzyme inhibitors, primary screen, biochemical, fluorescence polarization, human; inhibition, % at 3.39 µM; recombinant PAFAH1B3, FP-rhodamine probe; 340,000 tested, 0.28% active;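 active means inhibition above the screen-wide average of all tested compounds plus 3 SD, cut at about 25% in these data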;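 further: 0% = enzyme with DMSO only and 100% = wells lacking PAFAH1B3 protein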
PME-1 inh: PME-1 inhibitors via competitive probe labeling, primary screen, biochemical, fluorescence polarization, FP-Rh probe, HTS; Protein phosphatase methylesterase 1 (Homo sapiens), Q9Y570; recombinant PME-1; inhibition, % at 5.9 µM; 320,000 tested, 0.53% active; AID 2130, 2009;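 active means inhibition above the campaign mean of all compounds plus 3 SD, cut at about 26% in these data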;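 further: competitive labeling of PME-1 active site by serine hydrolase directed probe; 0% = PME-1 with DMSO and 100% = wells lacking PME-1 enzyme; inhibitors block probe labeling so polarization falls and inhibition rises; many of its hits are not listed in these tables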
GSTO1 inh: inhibitors of recombinant GSTO1, primary screen, counter-screen for RBBP9 inhibitor project, biochemical, fluorescence polarization | AID 1974, 2009 | Glutathione S-transferase omega-1 (Homo sapiens), P78417 | inhibition, % at 5.96 µM | activity-based probe fluorescence polarization | 300,000 tested, 1.1% active;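 active means inhibition above the campaign mean inhibition plus 3 SD, cut at about 35% in these data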;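 further: 0% = GSTO1-1 with DMSO and 100% = wells lacking GSTO1-1 enzyme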
Target sequence (P78417 whole entry, looked up): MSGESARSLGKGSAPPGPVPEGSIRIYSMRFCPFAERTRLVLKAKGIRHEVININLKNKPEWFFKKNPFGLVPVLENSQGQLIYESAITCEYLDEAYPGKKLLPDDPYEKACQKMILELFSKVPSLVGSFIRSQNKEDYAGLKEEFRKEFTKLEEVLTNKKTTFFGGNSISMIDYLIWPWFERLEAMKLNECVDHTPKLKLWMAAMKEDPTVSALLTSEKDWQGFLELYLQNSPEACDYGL
LYPLA2 counter: LYPLA2 inhibitors, primary screen, counter-screen for PME1 inhibitor project, biochemical, fluorescence polarization, FP-Rh probe ABPP. Acyl-protein thioesterase 2 (Homo sapiens), O95372. recombinant LYPLA2. inhibition, % at 5.9 µM. 320,000 tested, 0.38% active;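 active means inhibition above the screen-wide mean plus 3 SD, limit set per campaign, cut at about 26% in these data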;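 further: 0% = LYPLA2 with DMSO and 100% = wells lacking LYPLA2 enzyme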
PAFAH1B2 FP inh: PAFAH1B2 enzyme inhibitors, primary screen, biochemical, fluorescence polarization, human; recombinant PAFAH1B2, FP-rhodamine activity probe; inhibition, % at 3.39 µM; AID 492953, 2010; Platelet-activating factor acetylhydrolase IB subunit alpha2 (Homo sapiens), P68402; 340,000 tested, 1.2% active;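 active means inhibition above the mean of all tested compounds plus 3 SD, cut at about 24% in these data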;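 further: 0% = enzyme with DMSO and 100% = wells lacking PAFAH1B2; many of its hits are not listed in these tables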
pPAFAH inh: pPAFAH enzyme inhibitors, primary screen, biochemical, fluorescence polarization, human | Platelet-activating factor acetylhydrolase (Homo sapiens), Q13093 | recombinant pPAFAH, FP-rhodamine probe fluorescence polarization | inhibition, % at 3.39 µM | 330,000 tested, 1.5% active | AID 463082, 2010;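 active means inhibition above the mean inhibition across the screen plus 3 SD, cut at about 25% in these data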;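 further: inhibitors block binding of the rhodamine activity-based probe so polarization drops; 0% = enzyme with DMSO and 100% = wells lacking pPAFAH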
PREPL inh: PREPL enzyme inhibitors, primary screen, biochemical, fluorescence polarization | recombinant PREPL, fluorescence polarization activity-based probe | inhibition, % at 5.96 µM | 320,000 tested, 0.68% active | AID 2751, 2010; in the data active means inhibition above about 43%;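 further: 0% = enzyme with DMSO and 100% = wells lacking enzyme; many of its hits are not listed in these tables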
Target sequence (Q4J6C6 whole entry, looked up): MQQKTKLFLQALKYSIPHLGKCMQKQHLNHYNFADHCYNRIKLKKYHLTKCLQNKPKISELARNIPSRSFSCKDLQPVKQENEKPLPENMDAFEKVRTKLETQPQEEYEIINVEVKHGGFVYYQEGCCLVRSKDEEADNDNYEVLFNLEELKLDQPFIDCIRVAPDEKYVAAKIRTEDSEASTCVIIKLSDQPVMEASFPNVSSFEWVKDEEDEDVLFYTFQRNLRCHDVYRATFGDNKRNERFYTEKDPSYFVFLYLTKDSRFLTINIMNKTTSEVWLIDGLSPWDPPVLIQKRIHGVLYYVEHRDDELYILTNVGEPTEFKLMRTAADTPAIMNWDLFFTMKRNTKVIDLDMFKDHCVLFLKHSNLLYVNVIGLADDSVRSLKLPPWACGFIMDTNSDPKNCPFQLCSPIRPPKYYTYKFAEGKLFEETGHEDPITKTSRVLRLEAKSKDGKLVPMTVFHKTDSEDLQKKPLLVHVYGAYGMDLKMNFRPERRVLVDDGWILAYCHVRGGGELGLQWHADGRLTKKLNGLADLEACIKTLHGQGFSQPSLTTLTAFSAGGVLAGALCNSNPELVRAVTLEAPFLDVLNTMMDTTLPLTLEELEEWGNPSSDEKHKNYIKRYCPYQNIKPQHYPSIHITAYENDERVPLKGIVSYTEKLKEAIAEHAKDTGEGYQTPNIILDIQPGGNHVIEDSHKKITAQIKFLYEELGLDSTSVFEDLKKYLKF
PAD4 FP inh: human PAD4 inhibitors, primary screen, biochemical, fluorescence polarization, 1536-well format; recombinant PAD4, RCA probe fluorescence polarization; inhibition, % at 6.36 µM; AID 485272, 2010; 330,000 tested, 0.41% active;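 active means percent inhibition above a cutoff equal to the mean of all tested compounds plus 3 SD, cut at about 15% in these data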;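 further: 0% = PAD4 with RCA probe and DMSO and 100% = probe without PAD4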
LYPLA1 inh: LYPLA1 inhibitors, primary screen, counter-screen for PME1 inhibitor project, biochemical, fluorescence polarization, FP-Rh probe ABPP; Acyl-protein thioesterase 1 (Homo sapiens), O75608; recombinant LYPLA1; 320,000 tested, 0.16% active; inhibition, % at 5.9 µM;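 active means inhibition above the mean of all tested compounds plus 3 SD, set per campaign, cut at about 14% in these data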;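 further: inhibitors block serine hydrolase probe labeling of LYPLA1 so polarization falls; 0% = enzyme with DMSO and 100% = wells lacking LYPLA1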
Active calls of the source: *; x = no result given; & = joins results of further samples. Only part of the results is shown; count on the stated rates, not on these rows.

SMILES	PAFAH1B3 inh	PME-1 inh	GSTO1 inh	LYPLA2 counter	PAFAH1B2 FP inh	pPAFAH inh	PREPL inh	PAD4 FP inh	LYPLA1 inh
COc1cc(C2C(C#N)=C(N)Oc3n[nH]c(-c4ccccn4)c32)cc(OC)c1OC (configuration not stated)	3	-3	29	13	5	3	-14	-11	5
Cc1ccccc1NC(=O)C1C2CCCCC21 (configuration not stated)	4	2	7	1	2	-3	7	2	-4
O=C(NCCCN1CCOCC1)c1sc2ccccc2c1Cl	6	-8	-5	1	-4	2	9	3	3
CC(=O)Nc1cc(C(=O)N2CCCC2)ccc1S(=O)(=O)c1ccc(C)cc1	6	-3	1	-5	2	2	-4	-2	-1
Cc1csc(SCC(=O)N(C)CC(=O)Nc2ccc(F)cc2)n1	5	1	-3	-4	3	-12	-3	2	-7
OCc1cc(C(O)CNCCCCCCOCCCCc2ccccc2)ccc1O (configuration not stated)	14	-8&-6	9&-1	-1&5	3	4&11	-14&-3	-5&-2	-4&3
Cc1ccc(C(=O)C(C)OC(=O)CCN2C(=O)C3C4C=CC(C5CC45)C3C2=O)cc1 (configuration not stated)	0	0	5	0	4	8	-1	-1	0
CCOC(=O)C1=C(c2ccccc2)NC(N)=NC1c1ccc(OCc2ccc(Cl)cc2)c(OC)c1 (configuration not stated)	9	5	-4	1	0	11	24	-1	-1
Cc1cccc(NC(=O)Nc2ccc(Br)cc2)n1	4	-7	2	1	0	-3	1	5	0
Cc1ccc(S(=O)(=O)NC(C(=O)N2CCOCCOCCOCCOCC2)c2ccccc2)cc1 (configuration not stated)	0	-3	-6	-4	2	-3	12	-3	-3
CC(Sc1nnc2ccccn12)C(=O)N1CCc2ccccc2C1 (configuration not stated)	0	4	-2	6	4	3	7	-4	4
CCN(CC(=O)NCc1ccc(Cl)cc1)C(=O)/C=C/c1ccc(C#N)cc1	2	1	-2	-6	1	3	-4	-1	-1
O=C(N/C(=C\c1ccc(Cl)cc1)C(=O)N1CCCCC1)c1ccco1	7	-5	0	-3	12	3	0	3	-3
COc1ccccc1NC(=O)CC1S/C(=N/N=C(\C)C2CCCCC2)NC1=O (configuration not stated)	3	2	0	0	-1	6	-2	2	0
CC(C)(C)NC(=O)CSc1nc(O)cc(=O)n1-c1ccccc1F	-5	-16	-21	-15	-1	0	-11	-18	-9
CCOC(=O)c1c(C)nc(SC)c(C#N)c1-c1ccccc1	7	6	2	0	0	3	5	5	4
CC(NCC(O)COCc1cccs1)C1CC2CCC1C2 (configuration not stated)	6	2	5	3	-1	1	23	2	4
COc1ccc(NC(=O)CS(=O)CC(=O)Nc2cc(Cl)ccc2OC)cc1 (configuration not stated)	7	2	0	0	4	5	0	-4	1
COc1ccc2c(c1)c(C(=O)CN1CCC(C(N)=O)CC1)c(C)n2C	6	2	2	10	8	-1	35	-3	5
CC(Cc1cccnc1)NC(=O)c1cc(COc2ccc(F)cc2F)on1 (configuration not stated)	-4	4	2	8	3	-1	-5	-5	2
COc1ccc(NC2CC(=O)N(c3ccc(C(=O)O)cc3)C2=O)cc1 (configuration not stated)	9	-2	-2	9	4	3	1	-8	0
O=S(=O)(NCCC1=CCCCC1)c1ccc(OC(F)(F)F)cc1	1	1	-1	1	11	22	-30	6	-1
NNC(=O)c1cc(C23CC4CC(CC(C4)C2)C3)nc2ccccc12	2	-3	-3	4	13	4	-11	-3	-1
COc1ccc(/C=C2\SC(=O)N=C2N)cc1	5	-11	-4	-3	-2	-1	0	2	-1
COc1ccc(C(=O)NCCNc2ccc([N+](=O)[O-])cc2)cc1	-2	-3	12	7	2	18	-8	-1	6
CCc1ccc(S(=O)(=O)NCCc2csc(C)n2)s1	0	-6	0	8	7	2	1	-5	2
CC(C)(C)NS(=O)(=O)c1cccc2nsnc12	x	-1	1	6	x	-4	3	-4	-1
CCc1ccccc1N(CC(=O)NCC1CCCO1)C(=O)CCC(=O)Nc1nccs1 (configuration not stated)	0	3	1	6	4	2	-5	12	-2
Cc1ccc2nc(NC(=O)C3CCN(S(=O)(=O)c4cccnc4)CC3)sc2c1	-3	1	1	-3	2	2	-6	0	-3
Nc1cc(-c2ccccc2)n2c(n1)nc1ccccc12	3	-2	-5	5	7	0	-2	-5	0
O=C(Nc1ccc2c(c1)OCO2)c1ccc(Br)c(S(=O)(=O)N2CCCC2)c1	1	6	0	-4	-5	3	14	-3	-4
O=C(OCC(=O)N1CCCC1)c1ccco1	3	-2	7	-8	-2	0	-6	1	-5
CCN(CC)C(=O)[C@H]1C[C@H](CC(=O)NCCCn2ccnc2)C(=O)N2CCc3c([nH]c4cc(-c5ccco5)ccc34)[C@]12C	12	x	x	x	5	5	x	-5	x
CCOC(=O)CNC(=O)c1ccc2c(c1)OCCO2	13	-2	5	5	2	-7	5	-2	1
CC(NC(=O)COC(=O)c1ccc2c(c1)S(=O)(=O)N=C1CCCCCN12)C12CC3CC(CC(C3)C1)C2 (configuration not stated)	5	-5	5	1	16	-1	13	2	-4
Cc1ccc2nc(-c3cccc(Br)c3)cc(C(=O)NCC3CCCO3)c2c1 (configuration not stated)	2	-5	-4	-3	1	-2	3	-1	0
Cc1ccc(Cl)cc1NC(=O)Cn1cc(C(F)(F)F)cc(Cl)c1=O	5	5	-1	-3	0	-10	12	1	-4
CC(C)Oc1ccccc1-c1nc(SCC(=O)O)n[nH]1	16	-6	4	1	2	-8	-7	6	0
CCOC(=O)c1oc2ccccc2c1CN1CC(C)OC(C)C1 (configuration not stated)	1	4	1	0	-1	5	1	0	0
COCCNCCCOc1ccc(Br)cc1Cl	7	3	-2	-1	1	1	-6	-7	2
O=C(Nc1cccc(F)c1)NC1CCCCC1	-4	1	-2	11	2	-1	5	2	0
O=C(N1CCCC1)C12CC3CC(CC(C3)C1)C2	-3	-5	8	1	8	-5	-6	-3	-1
CC(C)c1ccc(NC(=O)CSc2nc3ccccc3nc2N2CCCC2)cc1	-5	0	3	-3	1	8	11	-2	-4
O=C(Nc1ccccc1N1CCN(c2ccccc2)CC1)c1cccc(F)c1	-3	-2	-5	-4	4	0	-13	2	-3
COc1ccc(-c2nnc(C(C)Nc3cccc(C(=O)NC4CC4)c3)o2)cc1 (configuration not stated)	13	x	x	x	3	0	20	-4	x
C[C@H]1C(=O)N(c2ccccc2)[C@@H]1c1ccccc1	7	x	x	x	7	-1	x	0	x
Nc1nc(SCC(=O)N2CCCC2)[nH]c(=O)c1NC(=O)c1cccs1	-1	8	-3	13	1	-1	-2	1	0
Cc1ccc(-c2nc(N3CCOCC3)sc2C(=O)N2CCCCC2)cc1	8	2	-5	2	20	-3	5	1	2
COc1cc(OC)nc(NC(=S)NC(=O)c2ccccc2)n1	7	2	-4	-6	4	-2	-3	-1	-1
COC(=O)c1ccc(CSC2=NC[C@@H]3[C@@H]4C(=O)N(Cc5ccccc5)C(=O)[C@@H]4[C@](C)(C(=O)OC)N23)cc1	5	x	x	x	1	7	x	1	x
CN(C)S(=O)(=O)n1cc(/C=C(\NC(=O)c2ccccc2)C(=O)NCCN2CCOCC2)c2ccccc21	7	2	4	5	3	0	8	-5	1
Cc1ccc(CN(C(=O)c2ccc([N+](=O)[O-])cc2)C2CCS(=O)(=O)C2)o1 (configuration not stated)	3	5	6	-6	4	1	8	0	-3
COc1ccccc1NC(=S)N(CCc1nc2cc(C)c(C)cc2[nH]1)Cc1cccnc1	17	0	2	-5	7	4	-1	-1	1
Cc1ccc(-c2nc(CSCC(=O)NCC3CCCO3)c(C)o2)cc1 (configuration not stated)	5	6	-5	3	4	12	1	-3	2
CCOc1ccc(-n2nnnc2SCC(=O)N2CCOCC2)cc1	3	-4	2	1	2	1	-3	-2	-2
OC(CNCCNc1ncccc1C(F)(F)F)Cn1ccc2ccccc21 (configuration not stated)	9	-3	-7	4	4	-5	2	-4	2
Cn1cnc(S(=O)(=O)NC2CCN(Cc3c(F)cccc3Cl)CC2)c1	13	0	12	11	0	-1	10	3	2
O=C(CCS(=O)(=O)c1ccc2c(c1)NC(=O)CS2)NCc1ccccc1Cl	9	-1	10	2	3	2	1	-3	-3
Nc1cc(-c2ccc(Br)cc2)nc2cc(-c3ccccc3)nn12	3	-15	0	-19	0	-2	13	1	-7
Cc1ccc(NC(=O)Nc2cc(C(F)(F)F)c[nH]c2=O)cc1	8	1	0	-2	10	2	8	1	-5

Record cards, from the list above. Values in the order: PAFAH1B3 inh	PME-1 inh	GSTO1 inh	LYPLA2 counter	PAFAH1B2 FP inh	pPAFAH inh	PREPL inh	PAD4 FP inh	LYPLA1 inh
Entry for `CC(=O)Nc1cc(C(=O)N2CCCC2)ccc1S(=O)(=O)c1ccc(C)cc1` : 6	-3	1	-5	2	2	-4	-2	-1
Entry for `COc1ccc2c(c1)c(C(=O)CN1CCC(C(N)=O)CC1)c(C)n2C` : 6	2	2	10	8	-1	35	-3	5
